# Screens (PubChem)
# RXFP1 antagonist = RXFP1 (human) relaxin receptor antagonism. Q9HBX9. HEK293-RXFP1, relaxin-stimulated cAMP HTRF, 30 min; active compounds read low. activity change, negative = inhibition, % at 57.5 µM. hit rate 0.59% among 350,000. AID 1259400;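 active means activity change of -60% or lower, but not beyond a set lower limit; inconclusive means change between -60% and -40%, or beyond the set limit; inactive means change above -40%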; further: on the % scale 0 is the no-effect control and ±100 the full control effect
# D2 potentiator = positive allosteric modulators of human D2 dopamine receptor; HEK293 T-REx D2, calcium flux, EC20 dopamine potentiation; potentiation, % at 10 µM; P14416; AID 485347; hit rate 0.34% among 340,000;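 active means potentiation over 3 SD above the plate norm, cut at about 30% in these data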; further: 0% is about no effect
# Target sequence (P14416 whole entry, looked up): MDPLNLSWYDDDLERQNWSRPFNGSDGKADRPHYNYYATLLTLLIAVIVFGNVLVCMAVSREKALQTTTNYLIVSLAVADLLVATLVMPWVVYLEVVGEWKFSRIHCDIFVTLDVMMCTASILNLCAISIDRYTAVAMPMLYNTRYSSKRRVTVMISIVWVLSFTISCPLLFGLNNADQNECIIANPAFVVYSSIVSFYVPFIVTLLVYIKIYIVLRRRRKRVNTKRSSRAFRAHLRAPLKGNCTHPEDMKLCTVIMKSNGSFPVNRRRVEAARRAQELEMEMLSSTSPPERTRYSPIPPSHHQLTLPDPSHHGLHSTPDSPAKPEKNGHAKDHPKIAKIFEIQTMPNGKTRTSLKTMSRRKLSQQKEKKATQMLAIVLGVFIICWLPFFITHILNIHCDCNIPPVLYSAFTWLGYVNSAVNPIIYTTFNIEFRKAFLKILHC
#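 Potentiation of an EC20 dopamine calcium response measured kinetically over 180 s, after a preceding 180 s compound-only read flagging agonists. Cells: inducible Hek293 Trex D2 line, 4000/well, cultured overnight at 30 C before dye loading.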
# Vif-A3G inh = blocks the Vif interaction with human APOBEC3G; Q9HC16; HeLa A3G-eYFP + Vif (tagged APOBEC3G with the HIV-1 protein that degrades it), YFP fluorescence, overnight; Potency, µM (series often up to 46.1 µM), for inactives: at the highest dose activity, negative = active, actives largely listed as inhibitors; hit rate 0.076% among 410,000; AID 602310;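 further: potency means the concentration at half of the fitted maximal effect; on the % scale 0 is the no-effect control and ±100 the full control effect; nearly all actives have a fitted effect of over 60% in size; hits raise eYFP signal because A3G escapes Vif-driven loss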
# Target sequence (Q9HC16 whole entry, looked up): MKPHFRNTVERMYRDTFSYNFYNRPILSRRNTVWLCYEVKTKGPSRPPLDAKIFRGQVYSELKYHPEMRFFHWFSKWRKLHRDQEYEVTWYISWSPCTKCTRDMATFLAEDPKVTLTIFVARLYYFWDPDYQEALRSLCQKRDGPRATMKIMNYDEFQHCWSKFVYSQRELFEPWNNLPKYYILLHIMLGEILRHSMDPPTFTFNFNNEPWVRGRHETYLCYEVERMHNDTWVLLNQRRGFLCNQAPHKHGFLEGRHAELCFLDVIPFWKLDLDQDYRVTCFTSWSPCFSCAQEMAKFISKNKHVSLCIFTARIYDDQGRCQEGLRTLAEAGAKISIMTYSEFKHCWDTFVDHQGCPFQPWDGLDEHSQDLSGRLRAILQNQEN
#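 HeLa cells stably expressing Vif and C-terminally eYFP-tagged A3G, seeded overnight at 37 deg C, then exposed to compound by pintool overnight at 37 deg C. Rise in yellow fluorescence (Ex 488/Em 500-530, Acumen) marks blocked Vif-driven A3G degradation.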
# D1 antagonist = human D1 dopamine receptor antagonism | P21728 | HEK293 TREx D1 cells, calcium flux, dopamine EC80; active compounds read low | activity change, negative = inhibition, % at 10 µM | hit rate 3.2% among 360,000; in the data active means activity change below about -30%; further: on the % scale 0 is the no-effect control and ±100 the full control effect
#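 Tetracycline-induced HEK293 Trex D1 cells, force-coupled to calcium, dye-loaded; compounds added and read 180 s, then EC80 dopamine added and calcium flux tracked kinetically another 180 s.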
# Vif-A3F inh = Vif-A3F binding inhibition | HeLa A3F-eYFP + Vif (tagged APOBEC3F with the HIV-1 protein that degrades it), YFP fluorescence increase | Potency, µM (doses to about 46.1 µM), without a hit: top-dose activity, negative = active | hit rate 0.2% among 390,000; further: potency means the concentration at half of the fitted maximal effect; % of control where 0% means no effect; nearly all actives have a fitted effect of over 65% in size
#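 HeLa cells stably expressing Vif plus C-terminally eYFP-tagged A3F were seeded, incubated overnight at 37 deg C, dosed with compound, incubated overnight again at 37 deg C. Yellow fluorescence (Ex 488/Em 500-530) reported blocked Vif-mediated A3F-eYFP degradation.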
# RXFP1 ag = RXFP1 (human) receptor agonism; Q9HBX9; HEK293T-RXFP1 cAMP TR-FRET, 30 min; response scale: percent of porcine relaxin response, buffer zero; Potency, µM (top dose mostly 57.5 µM), inactives show at the top dose activation, actives largely listed as activators; hit rate 0.3% among 370,000; AID 2676; further: potency means the concentration at half of the fitted maximal effect; on the % scale 0 is the no-effect control and ±100 the full control effect; nearly all actives have a fitted effect of over 60% in size; many of its hits are not listed in these tables
#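 HEK293 cells stably expressing RXFP1, treated 30 min at 37C with compounds plus PDE4 inhibitor Ro 20174; cAMP measured by HTRF TR-FRET. Normalized to buffer and 29 nM porcine relaxin; EC50 by Hill fit.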
# D1 PAM = enhances dopamine response at the human D1 receptor. P21728. HEK293 TREx D1 cells, calcium flux, dopamine EC20 potentiation. potentiation, % at 10 µM. hit rate 0.036% among 360,000; in the data active means potentiation above about 30%; further: 0% is about no effect
# Glioma ERSR ind = inducers of ER stress response in human glioma cells; U87-MG GRP78 promoter luciferase reporter, 16 h; hit rate 0.02% among 420,000; Potency, µM, without a hit: at the top dose activation, usual class: activators; further: potency means the concentration at half of the fitted maximal effect; series mostly up to about 76 µM; % of control where 0% means no effect; nearly all actives have a fitted effect of over 35% in size
#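 Stably transfected U87-MG human glioma cells carrying a GRP78-based luminescent sensor were seeded at 1000 cells/well, pin-dosed with compounds and incubated 16 h. Luciferase reagent was then added, and end-point luminescence was read after 10 min at room temperature.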
# D1 ag = activates the human D1 dopamine receptor; HEK293 T-REx D1 cells, calcium flux, agonist mode; activation, % at 2 µM; hit rate 1% among 360,000; AID 504660; in the data active means activation above about 30%; further: 0% is about no effect
#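 Agonism was scored from calcium flux recorded over 180 s (1 read/s) after pintool compound addition, following a 10-cycle baseline. Cells were inducible force-coupled HEK293 TREx D1, plated overnight at 30 C and loaded with no-wash calcium dye.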
# Starred values were filed as active, the others as inactive; ? = inconclusive; . = no result given; & = joins results of further samples. Unless noted, the call rests on the fitted dose curve; in most records, active means well fitted curve in the direction sought with a large enough effect; inconclusive means small, poorly fitted or top-dose-only effect, or another doubt; inactive means no such curve, though single readings can be large; an effect the other way counts as inactive or inconclusive. Some of the compounds tested. The share of hits here may be higher or lower than overall.
# Values run as follows: RXFP1 antagonist	D2 potentiator	Vif-A3G inh	D1 antagonist	Vif-A3F inh	RXFP1 ag	D1 PAM	Glioma ERSR ind	D1 ag
Cc1ccccc1-c1noc(CCC(=O)NC2CCCCC2)n1
  -17.4	.	1.6%	21.5	7.5%	-0.5%	-6.8	-2.7%	0.9
COc1ccc(NC(=O)Cn2nnc(C(=O)NCc3cccc(OC)c3)c2N)cc1
  -1.2	.	-2.0%	.	0.4%	-0.1%	.	-5.5%	.
CC(C)OCCCn1c(=O)c2ccccc2n2c(-c3ccc(F)c(F)c3)nnc12
  5.7	6.8	3.7%	-10.1	-7.2%	-4.2%	-2.4	-2.7%	11.3
N#CC12CCCCC1CC1CCCCC1(C#N)N2CCO (stereo not drawn)
  -7.4	.	0.8%	0.0	-6.8%	1.5%	-2.9	-1.8%	0.8
COc1ccc(NC(=O)CCC(=O)c2cc(C)sc2C)cc1
  6.0	3.0	0.5%	4.5	6.2%	0.2%	-3.1	-0.5%	1.8
CCCCNc1nc2c(-c3cccc(C)c3)nnn2c2ccccc12
  .	9.5	-4.8%	-4.6	-12.7%	?	1.5	-2.4%	3.6
N#Cc1ccc(S(=O)(=O)N2CCC(Oc3cccc(C(F)(F)F)c3)CC2)cc1
  -13.8	-6.3	-1.5%	0.8	-5.3%	-1.1%	-2.0	-0.1%	2.4
C/C(Sc1nnc(Cc2ccccc2)o1)=C(\O)c1ccccc1
  -3.2	.	-8.2%	.	?	.	.	0.4%	.
Cc1nc2ccc(NC(=O)c3ccc(F)c(S(=O)(=O)N4CCOCC4)c3)cc2s1
  -16.2	26.1	2.7%	-4.0	1.4%	-0.5%	0.8	-3.4%	7.5
CCCC(=O)c1cc(F)c(N2CCOCC2)cc1C
  23.8	.	0.4%	0.8	-4.1%	2.9%	-2.9	0.3%	-0.4
O=S(=O)(Cc1ccco1)Cc1nc(-c2ccc(Cl)cc2)cs1
  -4.1	-2.3	-4.3%	-19.1	?	-1.1%	-9.1	4.6%	2.7
CCCCCCC(C)n1cc(C(C)=O)c(=O)n(C)c1=O (stereo not drawn)
  -17.3	.	-2.7%	-15.3	14.9%	-0.5%	-9.2	-4.1%	9.3
Cc1ccc(Cl)cc1N1CCN(CC(=O)Nc2ccc3[nH]c(=O)[nH]c3c2)CC1
  -1.1	.	-0.5%	20.5	-2.2%	-0.1%	-0.9	-4.8%	8.0
Cc1nn2cc(-c3cccc(Cl)c3)cnc2c1Br
  3.5	-1.5	-24.8%	15.1	1.5%	3.9%	4.5	16.4%	2.5
COc1ccc(C(=O)COC(=O)c2c(C)noc2C)cc1Cl
  -12.8	.	1.0%	.	-18.5%	.	.	0.8%	.
COc1cccc(/C=N/n2nnnc2N)c1OCC#N
  -0.6	.	0.7%	.	-22.6%	.	.	-1.3%	.
Cc1cc(C(=O)N2CCCC(N3CCN(c4ccccc4C)CC3)C2)no1 (stereo not drawn)
  0.1	.	2.4%	.	-2.2%	.	.	-3.4%	.
COc1ccc(C(=O)Nn2c(CCC(=O)O)ccc2-c2ccc(C)cc2)cc1OC
  -7.0	-2.7	-3.8%	1.2	15.0%	-1.1%	-4.7	-2.5%	0.6
COc1cc(/C=N/NC(=O)c2ccc(NC(=O)C3CCCCC3)cc2)ccc1O
  -10.3	2.2	-24.5%	-27.2	-6.6%	-0.3%	-2.6	4.2%	1.0
Cc1ccc(-c2noc(CN(C(=O)c3cccs3)C(C)C)n2)cc1
  -9.5	-4.3	2.6%	-30.5*	3.8%	0.4%	-0.4	-1.3%	2.7
CN(C)c1ccc(C(CNC(=O)COc2ccc(Cl)cc2)N2CCCC2)cc1 (stereo not drawn)
  -64.0*	-18.9	2.7%	-11.9	-3.6%	0.4%	0.5	-1.4%	21.8
O=C(CSc1oc(-c2ccco2)nc1S(=O)(=O)c1ccc(F)cc1)NCC1CCCO1 (stereo not drawn)
  -1.8	16.5	1.0%	9.7	-15.8%	0.6%	2.4	-3.8%	0.6
Cc1ccc(C2/C(=C(/O)c3ccccc3)C(=O)C(=O)N2CCN2CCOCC2)o1 (stereo not drawn)
  0.4	-1.8	0.8%	-11.9	-0.8%	1.8%	-8.2	-3.8%	3.3
Cc1cc2cc(CN(C(=O)C3CC3)C3CCCC3)c3nnnn3c2cc1C
  -4.1	8.4	0.3%	-11.4	-4.8%	0.7%	-8.5	-3.8%	2.1
CC(=O)Nc1ccccc1NC(=O)c1ccc2c(c1)OCO2
  1.1	.	1.3%	.	-5.7%	.	.	-1.2%	.
COc1ccccc1OCc1cc(C(=O)N(C)CCC2CCOCC2)no1
  -4.8	.	-2.9%	.	-3.8%	.	.	5.8%	.
CCOC(=O)N1CCN(C(=O)CSC2=NS(=O)(=O)c3ccccc3N2)CC1
  -9.4	7.0	1.7%	0.2	?	2.0%	6.8	-3.6%	3.1
COc1cc(C(=O)O/N=C2/C=C(C)C(=O)C=C2C)cc(OC)c1OC
  -1.5	0.8	-2.1%	-3.1	-13.4%	-1.0%	-4.8	8.7%	0.7
CCNCc1ccc(OCc2ccccc2F)c(OC)c1
  -5.8	-1.0	2.5%	14.1	-4.5%	-0.9%	-0.7	-2.2%	3.2
Cc1cc2oc(C(=O)Nc3ccc(S(=O)(=O)Nc4ncccn4)cc3)c(C)c2cc1Cl
  2.8	8.1	-4.4%	6.6	-5.8%	7.7%	-1.6	-3.3%	4.0
COc1ccc(CNS(=O)(=O)c2ccc(-n3cccn3)cc2)cc1
  6.9	-3.8	8.7%	-12.1	-12.6%	1.3%	-11.1	-5.1%	12.1
Cn1c(N/N=C/c2ccccc2)nc2sc3c(c2c1=O)CCC3
  -8.8	-4.2	0.8%	-8.7	-16.9%	-0.5%	-3.9	3.9%	-0.3
Cc1cc(=O)n2nc(N3CCCC(C(=O)NCCCN4CCc5ccccc5C4)C3)sc2n1 (stereo not drawn)
  .	-29.4	0.9%	-32.1*	2.1%	2.9%	-3.1	0.8%	5.1
O=S(=O)(Nc1ccc(N2CCOCC2)cc1)c1cccs1
  -0.5	-1.7	-0.3%	12.0	-0.7%	1.0%	2.0	-2.7%	3.8
CCOC(=O)N1CCC(NC(=O)c2ccc3c(=O)n4c(nc3c2)CCCC4)CC1
  -6.7	1.1	-3.6%	-10.6	2.1%	2.4%	2.2	-2.5%	4.3
CCOC(=O)N1CCN(C(=O)CSc2nnc(C3COc4ccccc4O3)o2)CC1 (stereo not drawn)
  -2.4	0.2	-5.2%	1.3	9.0%	1.0%	.	-2.9%	3.7
COCCNC(=O)C1CC(=O)N(C2CCCCC2)C1 (stereo not drawn)
  3.0	-1.2	1.7%	-2.4	-17.2%	5.3%	-5.2	-1.6%	1.1
Cc1nn(-c2ccc(N3CCCCC3)nn2)c(C)c1CCC(=O)Nc1ccc(F)c(F)c1
  -1.5	17.1	-3.5%	-20.2	-5.1%	1.6%	3.5	0.9%	3.5
CC(NC(=O)Cn1cc(Br)c([N+](=O)[O-])n1)c1ccccc1 (stereo not drawn)
  -5.4	.	1.1%	-3.1	-4.5%	1.8%	-11.8	-0.8%	0.1
CCCN(CCC)CCCNC(=O)C1CCN(S(=O)(=O)CC)CC1
  8.2	15.4	3.8%	12.2	3.0%	-0.1%	-1.8	-2.6%	0.5
CCCCCCC(=O)N(O)C1CC(=O)N(c2ccc(C)cc2)C1=O (stereo not drawn)
  9.9	-5.0	-1.1%	3.7	-17.0%	1.2%	-1.6	3.3%	-0.3
Cc1cccc(C(=O)OC2CCCN(C)C2)c1C (stereo not drawn)
  1.7	-0.6	1.4%	-1.6	13.2%	2.4%	-11.5	-1.2%	7.3
COC(=O)/C(=N/Nc1ccccc1C)N1CCCc2ccccc21
  -4.3	-1.4	-0.7%	3.5	0.1%	-0.8%	-2.2	-3.3%	2.0
CCn1c(SCC(=O)Nc2ccc(NC(C)=O)cc2)nc2c1c(=O)n(C)c(=O)n2C
  22.8	-2.4	0.7%	3.6	-5.8%	15.8µM*	-6.3	-1.0%	2.5
COc1ccc(C(=O)/C=C/c2cn(CC(O)CN3CCOCC3)c3ccccc23)cc1 (stereo not drawn)
  -25.2	7.1	-0.4%	-3.8	-24.9%	0.0%	13.3	3.6%	10.9
CCN(c1ccccc1)S(=O)(=O)c1nnc(NC(=O)CC(C)C)s1
  -1.3	-2.8	0.7%	1.0	5.5%	-2.2%	-5.5	-4.7%	2.3
Cc1cc2c(cc(C(=O)OC(C)C(=O)NCc3ccccc3)n2C)o1 (stereo not drawn)
  3.5	.	4.1%	.	4.6%	.	.	-5.3%	.
COc1ccc(C(=O)OCC#CCSc2nnc(-c3cccc4ccccc34)o2)cc1
  .	.	2.7%	-4.0	8.0%	1.1%	3.2	-7.8%	10.8
COC(=O)c1scc(S(=O)(=O)C(C)(C)C)c1-n1cccc1
  2.9	9.5	1.8%	3.2	5.6%	-4.5%	4.7	-4.7%	1.6
COc1ccccc1N1CCN(C(=O)c2nn(C)c3c2CS(=O)(=O)c2ccccc2-3)CC1
  15.5&0.6	9.9&5.5	0.8%&-0.8%	-3.7&2.5	6.0%&3.1%	-1.6%&0.7%	4.3&-2.5	-1.9%&-1.0%	0.1&11.2
COc1cccc(OC)c1OCCCc1c(C)n[nH]c1C
  -13.4	-4.9	2.4%	19.6	-9.2%	4.5%	-6.5	-2.1%	0.6
CCCc1nnc(SCC(=O)N2CCCCC2)n1CCCOC
  -1.9	-2.5	-3.2%	13.3	6.3%	0.8%	-2.0	-4.4%	3.3

# Only Glioma ERSR ind and Vif-A3G inh, for two of the compounds above:
structure	Glioma ERSR ind	Vif-A3G inh
CCN(c1ccccc1)S(=O)(=O)c1nnc(NC(=O)CC(C)C)s1	-4.7%	0.7%
Cc1cc2c(cc(C(=O)OC(C)C(=O)NCc3ccccc3)n2C)o1 (stereo not drawn)	-5.3%	4.1%
